KDM5B inh = inhibitors of human KDM5B histone demethylase | Q9UGL1 | KDM5B demethylase, FDH-coupled NADH fluorescence (FDH is formaldehyde dehydrogenase) | Potency, µM (series often up to 57.7 µM), inactives show top-dose activity change, negative = inhibition, actives largely listed as inhibitors | 2.6% of 220,000 active | AID 1347165; active = well fitted inhibition curve with a large enough effect; inconclusive = small, poorly fitted or top-dose-only effect; inactive = no such curve, though single readings can be large or run the other way; note: 0% is about no effect; nearly all actives have a fitted effect of over 70% in size
Target sequence (Q9UGL1 whole entry, looked up): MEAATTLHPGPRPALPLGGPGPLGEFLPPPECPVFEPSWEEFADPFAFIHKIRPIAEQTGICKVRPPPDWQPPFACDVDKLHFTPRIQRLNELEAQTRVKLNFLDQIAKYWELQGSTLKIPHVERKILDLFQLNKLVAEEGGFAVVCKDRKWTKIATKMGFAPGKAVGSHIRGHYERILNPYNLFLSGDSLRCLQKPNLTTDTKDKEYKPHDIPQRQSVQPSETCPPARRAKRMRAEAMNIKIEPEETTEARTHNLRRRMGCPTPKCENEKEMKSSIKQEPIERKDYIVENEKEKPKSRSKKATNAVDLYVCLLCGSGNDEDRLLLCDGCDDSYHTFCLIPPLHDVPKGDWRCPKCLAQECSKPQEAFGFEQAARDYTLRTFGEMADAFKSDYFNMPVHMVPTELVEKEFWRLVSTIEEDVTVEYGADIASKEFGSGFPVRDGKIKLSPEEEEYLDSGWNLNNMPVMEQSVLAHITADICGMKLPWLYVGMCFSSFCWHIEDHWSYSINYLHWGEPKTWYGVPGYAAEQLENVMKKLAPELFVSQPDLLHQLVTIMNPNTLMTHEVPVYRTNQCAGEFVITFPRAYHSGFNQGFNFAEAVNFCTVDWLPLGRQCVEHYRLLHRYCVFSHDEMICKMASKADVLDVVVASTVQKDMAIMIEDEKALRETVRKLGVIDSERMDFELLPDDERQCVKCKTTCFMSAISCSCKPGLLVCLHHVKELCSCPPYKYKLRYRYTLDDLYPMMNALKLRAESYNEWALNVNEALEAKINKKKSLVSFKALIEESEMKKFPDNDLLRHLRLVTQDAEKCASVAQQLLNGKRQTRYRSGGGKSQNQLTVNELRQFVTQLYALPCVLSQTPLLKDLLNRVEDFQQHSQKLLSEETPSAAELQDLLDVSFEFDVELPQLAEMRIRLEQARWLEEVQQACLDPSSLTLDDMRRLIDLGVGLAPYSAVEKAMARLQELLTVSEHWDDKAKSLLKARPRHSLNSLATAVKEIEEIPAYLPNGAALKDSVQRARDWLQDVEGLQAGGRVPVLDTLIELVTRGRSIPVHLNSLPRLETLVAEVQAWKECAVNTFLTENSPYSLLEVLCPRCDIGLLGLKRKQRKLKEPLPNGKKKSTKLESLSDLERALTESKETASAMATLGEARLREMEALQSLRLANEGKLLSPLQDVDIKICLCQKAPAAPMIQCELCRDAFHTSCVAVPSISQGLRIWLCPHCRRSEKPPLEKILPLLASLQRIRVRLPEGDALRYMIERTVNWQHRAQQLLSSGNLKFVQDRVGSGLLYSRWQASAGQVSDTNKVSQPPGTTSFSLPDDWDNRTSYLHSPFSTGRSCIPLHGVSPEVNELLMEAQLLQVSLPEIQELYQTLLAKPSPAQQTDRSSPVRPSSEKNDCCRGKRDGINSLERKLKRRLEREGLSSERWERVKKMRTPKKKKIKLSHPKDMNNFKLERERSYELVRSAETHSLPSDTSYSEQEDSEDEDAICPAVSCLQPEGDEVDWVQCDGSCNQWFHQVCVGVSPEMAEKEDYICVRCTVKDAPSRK
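Measured: NADH fluorescence change, 30 min, RT. System: KDM5BΔAP 200 nM final, H3K4me3 peptide, α-KG, Fe(II), ascorbate, NAD⁺ plus FDH, pH 7.5 HEPES. Compounds: titrated, 10 min pre-incubation with enzyme.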
Starred values were filed as active, the others as inactive; ? = inconclusive; [ ] = dose if it differs, or a comment. Potency is the fitted concentration of half-maximal effect. Some of the compounds tested; count on the stated rates, not on these rows.

KDM5B inh | SMILES
2% | COC(=O)c1ccc(Oc2c(C)oc3cc(OC(=O)c4ccc(F)cc4)ccc3c2=O)cc1
-3% | COc1ccccc1-n1c(SCC(=O)N2CCCc3ccccc32)nc2c(c1=O)SCC2
8% | COc1ccc(C(=O)NCC2(N3CCN(C)CC3)CCCCC2)cc1
-19% | CCCCCn1c(=O)[nH]c2cc(C(=O)N3CCN(c4ccc(OC)cc4)CC3)ccc2c1=O
-12% | Cc1cc(C)n(Cc2c(C(=O)NCCc3ccccc3)noc2C)n1
-6% | CCOC(=O)c1ccc(N=C2SC(C(=O)Nc3ccccc3)CC(=O)N2C)cc1 (stereo unspecified)
4% | CCNc1c(NC(=O)Nc2cccc(Cl)c2C)c(=O)oc2ccccc12
6% | CSc1nnnn1-c1cccc(NC(=O)c2ccccc2Br)c1
-22% | CN1CCc2c([nH]c3ccccc23)C12CCN(S(=O)(=O)c1cn(C)cn1)CC2
? | Cc1ccc(C)c(CSc2nnc3[nH]c(=O)cc(-c4ccccc4)n23)c1
12% | COC(=O)CSc1cc(C(C)(C)C)c(O)c(C(C)(C)C)c1
42% | COc1ccc(-c2nnc(SCC(=O)N/N=C/c3ccccc3C(=O)O)n2-c2ccc(Cl)cc2)cc1
? | CC1CCN(C(=O)CN2CCSc3ccc(S(=O)(=O)N(C)C)cc32)CC1
22% | CCC(=O)Nc1c(S(=O)(=O)c2ccc(OC)cc2)c(C)c(C)n1C(C)C
6% | COc1cc(/C=C(\C#N)C(=O)Nc2ccccc2C(=O)O)cc(Cl)c1OC(C)C
1% | CC(=O)N1CCN(C(C(=O)O)c2cn(CCC(=O)O)c3cc(Br)ccc23)CC1 (stereo unspecified)
14%[86.2 µM] | Cc1ccc(NC(=O)N[C@H]2CCN3C(=O)[C@H]4CCCN4C(=O)[C@H]23)cc1
35µM* | COc1cccc(C(=O)NCCn2ccn3nc(-c4ccc(C)c(C)c4)cc3c2=O)c1OC
21% | CC(=O)OCC#CCSc1nnc(-c2cccc(Br)c2)o1
30% | CCCn1c(CN2CCN(C(=O)OCC)CC2)nc2cc(NC(=O)CC)ccc21
19% | O=C(CCCC(=O)N1CCC(c2noc3ccc(F)cc23)CC1)N1CCSCC1
-9%[86.2 µM] | O=C(N[C@H]1C[C@H]2C(=O)NC[C@@H](CCC(=O)N3CCCC3)N2C1)c1cccs1
6% | CN(CC(=O)Nc1ccccc1Br)C(=O)CNC(=O)c1ccc2c(c1)OCO2
56%[activator] | Cc1ccc(S(=O)(=O)NCCn2c(C)cnc2C2CCC2)cc1F
12% | O=C(C1=C(c2ccccc2)S(=O)(=O)CCO1)N(Cc1ccccc1)c1ccccn1
-6% | O=C1CCSc2c1cccc2C(=O)NCC1CCN(Cc2ccc(Cl)cc2)CC1
-11% | Nc1c(-c2nc(-c3ccncc3)no2)nnn1CC(=O)Nc1ccccc1
? | Cc1cc(C(=O)N2CCN(c3ccccc3F)CC2)c2c(C)nn(-c3ccccc3)c2n1
-4% | CCn1ncc(CN2CCCCCNC(=O)[C@@H]3CCC[C@@H]32)c1C
6% | CCCCN(CCCC)Cc1ccc(C(=O)NNC(=O)Nc2ccc(F)cc2)o1
-5% | CCC(=O)N1CCc2cc(S(=O)(=O)CCC(=O)NCc3ccccc3Cl)ccc21
3% | COc1cc(OC)c(NC(=O)N(C)CCc2noc(C(=O)NCc3ccccc3)n2)cc1Cl
14% | COC(=O)c1ccc(NC2c3ccccc3C(=O)N2c2cccnc2)cc1 (stereo unspecified)
? | Cc1ccc(NC(=O)C2CCN(c3nn4cc(-c5ccc(C)cc5)nc4s3)CC2)cc1
21% | CCN(CC)C(=O)c1ccc(-n2nc(C)c(-c3ccc(C)cc3)c2NC(C)=O)cc1
? | N#Cc1nc(Cc2ccccc2)oc1N1CCCC1
-6% | O=C(c1ccncc1)N1CCC2(CCCCO2)CC1
-15% | COc1cc(OC)cc(-c2nnc(Cc3ccccc3Cl)o2)c1
? | CCOC(=O)C1CCCN(S(=O)(=O)c2ccc3c(c2)oc(=O)n3C)C1 (stereo unspecified)
32%[activator] | COC(=O)c1ccc(CNC(=O)C(C)Cl)cc1 (stereo unspecified)

Random excerpt: six records from the list
KDM5B inh | SMILES
? | N#Cc1nc(Cc2ccccc2)oc1N1CCCC1
-4% | CCn1ncc(CN2CCCCCNC(=O)[C@@H]3CCC[C@@H]32)c1C
? | CCOC(=O)C1CCCN(S(=O)(=O)c2ccc3c(c2)oc(=O)n3C)C1 (stereo unspecified)
-5% | CCC(=O)N1CCc2cc(S(=O)(=O)CCC(=O)NCc3ccccc3Cl)ccc21
? | Cc1ccc(NC(=O)C2CCN(c3nn4cc(-c5ccc(C)cc5)nc4s3)CC2)cc1
3% | COc1cc(OC)c(NC(=O)N(C)CCc2noc(C(=O)NCc3ccccc3)n2)cc1Cl

Other results
KDM5B inh | SMILES
-63% | Cc1ccc(C(=O)CC2(O)C(=O)N(CCc3ccccc3)c3ccc(Cl)cc32)cc1 (stereo unspecified)
3% | Cc1cc(NC(=O)C2CC2)ccc1NC(=O)c1cccs1
3% | CS(=O)(=O)Oc1ccc2c(c1)O/C(=C\c1ccncc1)C2=O
22% | CCOC(=O)C1=C(N)n2c(s/c(=C\c3cccnc3)c2=O)=C(C#N)C1c1cccnc1 (stereo unspecified)
-7% | Cc1ccc(S(=O)(=O)Nc2cccn3nc(C4CCC4)nc23)cc1
-5% | Cc1cccc(CC2C(=O)Nc3ccccc32)c1 (stereo unspecified)
? | CCOc1ccc(CCNC(=O)c2cc3c(=O)oc4ccc(C)cc4c3s2)cc1OCC
16% | CCOc1cc(=O)n2c(c1C(=O)N1CCOCC1)CCCCC2
4% | CCn1cc(C(=O)N2CCCCCCNC(=O)CC2)cn1
8% | CCCOc1ccccc1NC(=O)Cc1c[nH]c2ccccc12
? | COC(=O)c1ccc2c(=O)n(CCCCCC(=O)N3CCN(c4cccc(C)c4C)CC3)c(=O)[nH]c2c1
-4% | Cc1ccc(-n2c3c(c(=O)[nH]c2=O)C(NC(=O)C(C)(C)C)(C(F)(F)F)C(=O)N3)cc1 (stereo unspecified)
11% | CCOc1ccccc1NC(=O)CCc1nc(-c2ccc(C)n(CC)c2=O)no1
-7% | CCOC(=O)c1ccc(Nc2nc3ccc(C(=O)c4ccccc4)cc3n3c(C)nnc23)cc1
? | COc1ccc(C(=O)N2CCCN(c3cc(-c4ccc(F)cc4)[nH]n3)CC2)cc1
? | COc1ccc(OC)c(CN2CCCC(C(=O)N3CCCCCC3)C2)c1 (stereo unspecified)
10% | CCC(C)c1ccc(NC(=O)COC(=O)c2nn(C)c(=O)c3ccccc23)cc1 (stereo unspecified)
-3% | CCOc1ccccc1NC(=O)C(NS(=O)(=O)c1ccc2c(c1)CCC(=O)N2)c1ccccc1 (stereo unspecified)
33% | Cc1noc(NS(=O)(=O)c2ccc(NC(=O)C(C)(C)C)cc2)c1C
13% | CN(CC1COc2ccccc2O1)S(=O)(=O)N1CCOCC1 (stereo unspecified)

Rewritten as labelled records: part of the list above.
CCOC(=O)C1=C(N)n2c(s/c(=C\c3cccnc3)c2=O)=C(C#N)C1c1cccnc1 (stereo unspecified)
  KDM5B inh = 22%

Cc1ccc(S(=O)(=O)Nc2cccn3nc(C4CCC4)nc23)cc1
  KDM5B inh = -7%

Cc1cccc(CC2C(=O)Nc3ccccc32)c1 (stereo unspecified)
  KDM5B inh = -5%

CCOc1ccc(CCNC(=O)c2cc3c(=O)oc4ccc(C)cc4c3s2)cc1OCC
  KDM5B inh = ?

Additional results
KDM5B inh | SMILES
-15% | Oc1ccc(C2(c3cccc(Cl)c3)CCCC2)cc1
? | CCCNC(=O)Cc1ccc(NC(=O)N2CCSc3ncccc32)cc1
9% | COc1ccc(C)cc1NC(=O)CN(C)S(=O)(=O)c1ccc2c(c1)CCCN2C(C)=O
32µM* | COc1cccc([S+](=O)([O-])N2CCC3(COc4ccccc4C(=O)N3)C2)c1 (stereo unspecified)
-37% | Cc1ccc(/C=C/c2onc(C)c2S(=O)(=O)N2CCC(C(=O)NCc3ccc(C)o3)CC2)cc1
-13% | O=C(Cc1ccccc1)N1CCc2c(nc(-c3ccccc3)[nH]c2=O)C1
-8% | Clc1cccc(Cl)c1CSc1nnc(-c2ccncc2)s1
8% | CN(C(=O)c1ccc(Cl)cc1)c1nc2ccccc2o1
? | CCOC(=O)CCc1c(C)[nH]n(-c2nc3ccccc3[nH]2)c1=O
-22% | CCCCN(CC)C(=O)Cn1c(=O)n(-c2ccc(OCC)cc2)c(=O)c2c3c(sc21)CCC3
? | CCSc1ncc(Cl)c(C(=O)Nc2ccc(S(=O)(=O)N3CCCCC3)cc2)n1
-8% | CN(C)C(=O)c1n[nH]c2c1CN(C(=O)CCc1ccccc1)CC2
-3% | CSc1cccc(NC(=O)c2ccc(Cl)cc2I)c1
8% | COCCN(Cc1cccs1)C(=O)CN1CC2CC(C1)[C@H]1CCCC(=O)N1C2 (stereo partly specified)
34%[activator] | CC1(C)OC(=O)N(NCc2ccccc2)C1(C)O (stereo unspecified)
-9% | Nn1c(SCC(=O)NCCc2ccccc2)nnc1-c1ccco1
? | COC[C@@H]1CN(Cc2ccc(C)cn2)C[C@H]1C(=O)NC1CC1
? | c1csc(C2NCCc3sccc32)c1 (stereo unspecified)
3% | Cc1cccc(NS(=O)(=O)c2ccc3c(c2)CCN3C(=O)CCC(=O)O)c1C
? | O=c1oc2cc(O)ccc2cc1-c1nc2ccccc2s1
-23% | O=C(/C=C/c1c(Cl)cccc1Cl)c1ccc(OC(F)F)cc1
-11% | CCOc1ccc(Nc2ncncc2-c2nc(-c3ccccc3)no2)cc1
-20% | CCOc1ccc(CCNC(=O)C2=C(C)C(=O)OC23CCC(C)CC3)cc1OCC (stereo unspecified)
-28% | CCOc1cccc(NC(=O)CSc2ncc(-c3ccc(Cl)cc3)[nH]2)c1
-21% | Cc1ccc2c(C)nc(Nc3nc(C)c(C)c(=O)[nH]3)nc2c1
-1% | CC(=O)N1CCC(C(=O)NCC(=O)N2CCCCCCNC(=O)CC2c2ccccc2)CC1 (stereo unspecified)
4% | CCn1cc(CN2CC(Oc3ccc(-c4noc(-c5cccnc5)n4)cc3)C2)cn1
? | O=C(c1csc(-c2cccs2)n1)N1CCCC1c1nc2ccccc2[nH]1 (stereo unspecified)
? | Cc1ccc(CNc2nc(-c3ccco3)nn2S(=O)(=O)c2ccc3ccccc3c2)cc1
21% | C=CCn1c(C)nnc1SCC(=O)Nc1nccs1
22% | O=[N+]([O-])c1cccc(-c2nnc3n2CCCCC3)c1
-26% | COc1cccc(N2CCN(c3nc(C(=O)NCc4ccccc4F)cs3)CC2)c1
? | COc1ccc(-c2cc(N3CCCN(C(=O)c4ccc(F)c(Cl)c4)CC3)n[nH]2)cc1
-9% | COc1ccc(OC)c(S(=O)(=O)N2CCn3c(nn(CC4CC4)c3=O)C2)c1
? | COc1ccc2[nH]c3c(c2c1)CCNC31CCN(C(=O)C2CCC2)CC1
? | CCCCNC(=O)c1ccc2c(c1)NC(=O)C(CS(=O)(=O)Cc1cccc(C)c1)N2 (stereo unspecified)
-11% | O=[N+]([O-])c1ccc(/C=N/Nc2ccccn2)cc1
-85% | O=C(NCc1ccc(F)cc1)c1ccc(Nc2nc3ccccc3n3nnnc23)cc1
? | COc1ccc2c(c1)c(CN1CCCCCCN(C)C(=O)[C@@H]3CCC[C@@H]31)cn2C
39%[activator] | O=C(Cn1cncn1)c1ccccc1Br
-5%[149 µM] | COc1cccc([S+](=O)([O-])N2CCC3CC(=O)NCCC3C2)c1 (stereo unspecified)
-9% | Cc1cn2nc(C(=O)NCc3cccc(Cl)c3)cc2c(=O)[nH]1
10% | CCCNC(=O)C(NC(=O)CC(C)C)C1CCN(C(=O)c2ccc3c(c2)OCO3)CC1 (stereo unspecified)
-12% | CN1CCCC2(CCN(C(=O)Cc3c[nH]c(=O)n(C)c3=O)C2)C1=O (stereo unspecified)
-19% | N#Cc1ccc(CN2CCC3(CC2)CNc2ccccc2[S+](=O)([O-])N3)cc1
2% | C=CCn1c(N2CCN(Cc3ccccc3)CC2)nc2c1c(=O)n(C)c(=O)n2C
21% | CCc1cc(CC)n(-c2nc3c(c(=O)n(CC(N)=O)c(=O)n3C)n2CCC(C)C)n1
-15% | CC(=O)N1c2ccccc2CC1C(=O)N1CCN(c2ccccc2F)CC1 (stereo unspecified)
-1% | Cc1ccc(NC(=O)C2CCN(S(=O)(=O)c3c(C)noc3C)CC2)cc1
22% | O=C(OCC(=O)N(Cc1ccccc1)Cc1ccccc1)c1cccc(O)c1
11% | Cc1ccc(CCNC(=O)CN2C(=O)CN(C(=O)NCc3ccccc3)c3ccccc32)cc1
4% | COCCc1noc([C@@H]2CC(F)(F)CN2C(=O)c2cc(C)on2)n1
4% | CCc1ccc(C2CC(=O)NC3=C2C(=O)CC(c2ccc(OC)cc2)C3)cc1 (stereo unspecified)
15% | CC(C)CCNC(N)=S
9% | Cc1nc(-c2cn(C3CCCN(C(=O)c4ccc(C#N)cc4)C3)nn2)no1 (stereo unspecified)
-7% | CCOc1ccc(/C=C2\SC(=S)N(CCC(=O)O)C2=O)cc1
12% | Cc1cc(C)nc(SCc2nc3ccc(Cl)cn3c2Br)n1
-20% | O=C1NC(c2ccccc2)(c2ccccc2)C(=O)N1Cc1coc(-c2cccs2)n1
-11% | COc1ccc(C(=O)N/C(=C\c2ccc3c(c2)OCO3)C(=O)N2CCOCC2)cc1
-28% | Fc1ccc(CN2CCc3ccccc3C2)c(Cl)c1
6% | CCc1ccc(CNC(=O)CN2C(=O)NC3(CCOCC3)C2=O)cc1
